Growth percent in the NCI-60 one-dose screen (48 h, 10 µM unless noted): 100 = growth as untreated, 0 = no growth, -100 = all killed.
SK-MEL-5 – SK-MEL-5 melanoma. 80,000 compounds, 6.4% hits
M14 – M14 melanoma; 80,000 compounds, 6.2% hits; AID 1794745
A549/ATCC – A549/ATCC NSCLC. 81,000 compounds, 3.7% hits. AID 1794740
HOP-62 – HOP-62 NSCLC. 80,000 compounds, 3.9% hits
EKVX – EKVX NSCLC. 71,000 compounds, 3% hits. AID 1794765
HOP-92 – HOP-92 NSCLC cells; 71,000 compounds, 6.3% hits; AID 1794738
SK-MEL-28 – SK-MEL-28 melanoma; 81,000 compounds, 4.1% hits
CCRF-CEM – CCRF-CEM leukemia. 77,000 compounds, 7% hits
An asterisk follows results filed as active; & = joins results of further samples. How the source made its calls: active means growth percent below 10; inactive means the rest.

How did COC(CCN(Cc1ccccc1)Cc1ccccc1)N1CCCC1=O (stereo unspecified) do in these assays?
SK-MEL-5: 97; M14: 104; A549/ATCC: 80; HOP-62: 101; EKVX: 106; HOP-92: 75; SK-MEL-28: 112; CCRF-CEM: 85

How did CC1(C)CN=C(Cc2ccccc2)NC1 do in these assays?
SK-MEL-5: 108; M14: 81; A549/ATCC: 99; HOP-62: 92; EKVX: 116; SK-MEL-28: 107

Results for CC1=CC(C)(C)NC(=S)N1c1cccc(Cl)c1 ?
SK-MEL-5: 103&104; M14: 112&113; A549/ATCC: 100&119; HOP-62: 109&111; EKVX: 104&101; HOP-92: 87&87; SK-MEL-28: 115&135; CCRF-CEM: 94&85

Results for COc1cc(-c2[nH]c(=S)[nH]c(=O)c2C#N)cc(OC)c1OC ?
SK-MEL-5: 106; M14: 102; A549/ATCC: 92; HOP-62: 94; EKVX: 102; HOP-92: 95; SK-MEL-28: 112

What do the screens show for `COc1ccc(C/C(C)=C(\c2ccc(Cl)cc2)c2ccc(OCCN3CCCCCC3)cc2)cc1`?
SK-MEL-5: 80; M14: 90; A549/ATCC: 88; HOP-62: 97; EKVX: 92; HOP-92: 71; SK-MEL-28: 91; CCRF-CEM: 62

What do the screens show for `Cc1cccc(NNC(=S)Nc2ccccc2)c1`?
SK-MEL-5: 118; M14: 102; A549/ATCC: 96; HOP-62: 95; EKVX: 96; HOP-92: 97; SK-MEL-28: 97; CCRF-CEM: 92

Results for Nc1cc(C(=O)N/N=C\c2ccc(OC(F)F)c(OC3CCCC3)c2)nn1CC(O)c1ccccc1 (stereo unspecified) ?
SK-MEL-5: 97; M14: 110; A549/ATCC: 95; HOP-62: 101; EKVX: 104; HOP-92: 84; SK-MEL-28: 115; CCRF-CEM: 92

What do the screens show for `CCN(CC)CCCCCCNc1ccnc2cc(Cl)ccc12`?
SK-MEL-5: 81; M14: 38; A549/ATCC: 96; HOP-62: 83; EKVX: 77; HOP-92: 99; SK-MEL-28: 106; CCRF-CEM: 113

What do the screens show for `N#Cc1c(-c2ccc(Br)cc2)nc(SCC(=O)c2ccc(Cl)cc2)[nH]c1=O`?
SK-MEL-5: 98; M14: 101; A549/ATCC: 101; HOP-62: 91; EKVX: 100; HOP-92: 81; SK-MEL-28: 102; CCRF-CEM: 100

Results for Clc1cccc(Cc2cn3cc(-c4ccc(Br)cc4)nc3s2)c1Cl ?
SK-MEL-5: 88&99; M14: 91&107; A549/ATCC: 74&73; HOP-62: 91&88; EKVX: 93; HOP-92: 94&99; SK-MEL-28: 92&97; CCRF-CEM: 90&76

Grouped by structure: those above containing a cyano group
Results for COc1cc(-c2[nH]c(=S)[nH]c(=O)c2C#N)cc(OC)c1OC ?
SK-MEL-5: 106; M14: 102; A549/ATCC: 92; HOP-62: 94; EKVX: 102; HOP-92: 95; SK-MEL-28: 112

What do the screens show for `N#Cc1c(-c2ccc(Br)cc2)nc(SCC(=O)c2ccc(Cl)cc2)[nH]c1=O`?
SK-MEL-5: 98; M14: 101; A549/ATCC: 101; HOP-62: 91; EKVX: 100; HOP-92: 81; SK-MEL-28: 102; CCRF-CEM: 100

Additional structures follow.
How did O=C(NN=C1CCCCCC1)c1ccc(NC(=O)c2ccccn2)cc1 do in these assays?
SK-MEL-5: 99; M14: 55; A549/ATCC: 94; HOP-62: 94; EKVX: 99; HOP-92: 93; SK-MEL-28: 100; CCRF-CEM: 91

How did COc1ccc(-n2c(SCC(=O)NNC(=S)NC(=O)c3ccc(Br)cc3)nc3cc(OC)c(OC)cc3c2=O)cc1 do in these assays?
SK-MEL-5: 95; M14: 98; A549/ATCC: 103; HOP-62: 96; EKVX: 92; HOP-92: 109; SK-MEL-28: 101; CCRF-CEM: 92

What do the screens show for `C=CC(=O)Nc1cccc(-c2nc(SC)n(C)c(=O)c2C#N)c1`?
SK-MEL-5: 98; M14: 88; A549/ATCC: 92; HOP-62: 88; EKVX: 88; HOP-92: 98; SK-MEL-28: 93; CCRF-CEM: 86

How did CCCCC(CC)CN=C(N)NC(N)=NCCCCCCN=C(N)NC(N)=NCC(CC)CCCC (stereo unspecified) do in these assays?
SK-MEL-5: -90*; M14: -65*; A549/ATCC: -87*; EKVX: -81*; HOP-92: -54*; SK-MEL-28: -80*; CCRF-CEM: -54*

How did COc1ccc(/C=C2\Oc3cc(OCCN4CCCCC4)ccc3C2=O)cc1OC do in these assays?
SK-MEL-5: 102; M14: 102; A549/ATCC: 99; HOP-62: 96; EKVX: 102; HOP-92: 102; SK-MEL-28: 99; CCRF-CEM: 94

How did CN(CSc1ccc(Cl)cc1)c1ccc(CSc2ccc(Cl)cc2)cc1 do in these assays?
SK-MEL-5: 71; M14: 50; A549/ATCC: 50; HOP-62: 118; EKVX: 87; HOP-92: 57; SK-MEL-28: 80; CCRF-CEM: 6.4*

Results for CCOc1ccc(/C=C(\C#N)c2cc3ccccc3[nH]2)cc1 ?
SK-MEL-5: 72; M14: 39; A549/ATCC: 38; HOP-62: 55; EKVX: 72; HOP-92: 87; SK-MEL-28: 70; CCRF-CEM: 63

Results for Cc1nc2sc(C(=O)Nc3cccc(Cl)c3C)c(N)c2cc1C(=O)c1ccccc1 ?
SK-MEL-5: 9.1*; M14: 6.1*; A549/ATCC: 20; HOP-62: 21; EKVX: 40; HOP-92: 42; SK-MEL-28: 43; CCRF-CEM: 8.2*

What do the screens show for `Cc1c(/C=C(\C#N)c2ccc([N+](=O)[O-])cc2)c(=O)n(-c2ccccc2)n1C`?
SK-MEL-5: 91; M14: 99&110; A549/ATCC: 93&93; HOP-62: 97&104; EKVX: 83&95; HOP-92: 91&78; SK-MEL-28: 112&112; CCRF-CEM: 103&100

How did COc1ccc(/C=C(\C#N)c2nc3ccccc3s2)cc1 do in these assays?
SK-MEL-5: 102; M14: 109; A549/ATCC: 132; HOP-62: 107; EKVX: 94; HOP-92: 99; SK-MEL-28: 110; CCRF-CEM: 104

What do the screens show for `Cn1cc(-c2c(NCc3ccco3)c(=O)c2=O)c2ccccc21`?
SK-MEL-5: 99; M14: 96; A549/ATCC: 87; HOP-62: 85; EKVX: 97; HOP-92: 110; SK-MEL-28: 118; CCRF-CEM: 103

Results for Nc1ccc(S(=O)(=O)N/N=C/C=C/c2ccccc2)cc1 ?
SK-MEL-5: 96; M14: 97; A549/ATCC: 93; HOP-62: 79; EKVX: 95; HOP-92: 85; SK-MEL-28: 111; CCRF-CEM: 90

Results for O=S(=O)(Nc1ccc(Cl)c(Cl)c1)c1ccc(-c2cnc(C3CC3)o2)cc1 ?
SK-MEL-5: 25; M14: 14; A549/ATCC: 26; HOP-62: 24; EKVX: 34; HOP-92: 48; SK-MEL-28: 58; CCRF-CEM: 19

How did O=c1oc2c(c3ccccc13)CCCC2O (stereo unspecified) do in these assays?
SK-MEL-5: 101; M14: 103; A549/ATCC: 107; HOP-62: 107; EKVX: 101; SK-MEL-28: 102; CCRF-CEM: 109

What do the screens show for `C(=N/OCc1ccccc1)/c1cccnc1`?
SK-MEL-5: 98&109; M14: 115&109; A549/ATCC: 95&98; HOP-62: 104&119; EKVX: 111&126; HOP-92: 36; SK-MEL-28: 103&109; CCRF-CEM: 106&105

What do the screens show for `O=c1cc(-c2ccccc2)oc2ccc3ccccc3c12`?
M14: 106; A549/ATCC: 95; HOP-62: 80; EKVX: 65; HOP-92: 93; SK-MEL-28: 120; CCRF-CEM: 105

Results for O=C(Nc1ccc(OCc2nnc(-c3ccccc3)o2)c(F)c1)c1cccc(C(F)(F)F)c1 ?
SK-MEL-5: 79; M14: 89; A549/ATCC: 70; HOP-62: 99; HOP-92: 92; SK-MEL-28: 128; CCRF-CEM: 63

What do the screens show for `CC(=O)Nc1cccc(-c2nc3ccccc3n2Cc2ccc(C)cc2)c1`?
SK-MEL-5: 100; M14: 94; A549/ATCC: 80; HOP-62: 112; EKVX: 107; HOP-92: 88; SK-MEL-28: 109; CCRF-CEM: 79

What do the screens show for `c1ccc(CSC2=NCCN2)cc1`?
SK-MEL-5: 103; M14: 103; A549/ATCC: 100; HOP-62: 85; EKVX: 102; SK-MEL-28: 103; CCRF-CEM: 66

What do the screens show for `Cc1ccccc1C(=O)Oc1ccc(Cl)cc1Cl`?
SK-MEL-5: 98; M14: 101; A549/ATCC: 82; HOP-62: 96; EKVX: 91; HOP-92: 94; SK-MEL-28: 106; CCRF-CEM: 101

What do the screens show for `COc1ccc(-c2nc(SCc3cc(=O)oc4ccc(OC)cc34)[nH]c(=O)c2C(=O)NC(C)(C)C)cc1`?
SK-MEL-5: 96; M14: 92; A549/ATCC: 95; HOP-62: 91; EKVX: 100; HOP-92: 78; SK-MEL-28: 103; CCRF-CEM: 110

What do the screens show for `O=C(OCCN(CCOC(=O)c1ccc([N+](=O)[O-])cc1)c1c[nH]c(=O)[nH]c1=O)c1ccc([N+](=O)[O-])cc1`?
SK-MEL-5: 94; M14: 105; A549/ATCC: 105; HOP-62: 106; EKVX: 112; HOP-92: 86; SK-MEL-28: 97; CCRF-CEM: 99

What do the screens show for `COc1cc2ncnc(Nc3ccc(S(=O)(=O)Nc4nccs4)cc3)c2cc1OCCCN1CCCCC1`?
SK-MEL-5: 104; M14: 115; A549/ATCC: 100; HOP-62: 102; EKVX: 107; HOP-92: 97; SK-MEL-28: 109; CCRF-CEM: 110

How did COc1ccc(-c2c(NC(=O)Nc3ccc(F)cc3)cnn2-c2ccc(S(N)(=O)=O)cc2)cc1 do in these assays?
SK-MEL-5: 106; M14: 104; A549/ATCC: 100; HOP-62: 97; EKVX: 107; HOP-92: 101; SK-MEL-28: 103; CCRF-CEM: 95

Results for CC(=O)Nc1ccc(C(=O)CCl)cc1 ?
SK-MEL-5: 107; A549/ATCC: 99; HOP-62: 94; HOP-92: 62; SK-MEL-28: 70; CCRF-CEM: -50*

How did CC(C)C(=O)N1CCCCCCN1C(=O)C(C)C do in these assays?
SK-MEL-5: 102; M14: 98; A549/ATCC: 111; HOP-62: 103; HOP-92: 118; SK-MEL-28: 111; CCRF-CEM: 97

What do the screens show for `O=C1NC(=O)C(=Cc2cc(-c3ccc([N+](=O)[O-])cc3)n(-c3ccccc3)n2)C(=O)N1`?
SK-MEL-5: 100; M14: 101; A549/ATCC: 102; HOP-62: 99; EKVX: 97; HOP-92: 89; SK-MEL-28: 99; CCRF-CEM: 20

How did COC(=O)CCCNS(=O)(=O)c1cc(C(=O)Nc2ccc(NC(=O)c3cc(S(=O)(=O)NCCCC(=O)OC)c(O)c(O)c3O)cc2)c(O)c(O)c1O do in these assays?
SK-MEL-5: 94; M14: 98; A549/ATCC: 83; HOP-62: 99; EKVX: 84; HOP-92: 115; SK-MEL-28: 110; CCRF-CEM: 59

Results for COc1ccc(-c2ccnc(SCc3cc4ccccc4[nH]c3=O)n2)cc1OC ?
SK-MEL-5: 1.4*; M14: 45; A549/ATCC: 12; HOP-62: -53*; EKVX: -17*; SK-MEL-28: 9.5*; CCRF-CEM: 106

Results for CC(NC(=O)OCc1ccccc1)C(=O)O (stereo unspecified) ?
SK-MEL-5: 109; M14: 95; A549/ATCC: 92; HOP-62: 101; EKVX: 93; HOP-92: 105; SK-MEL-28: 106; CCRF-CEM: 97

What do the screens show for `N#Cc1ccc(/C=C/c2cn(-c3ccccc3)nc2-c2cccc([N+](=O)[O-])c2)cc1`?
SK-MEL-5: 73; M14: 69; A549/ATCC: 49; HOP-62: 38; EKVX: 67; HOP-92: 75; SK-MEL-28: 66; CCRF-CEM: 88

Results for CCOC(=O)c1cc2c(n1Cc1cccc(OC)c1)-c1oncc1CC2 ?
SK-MEL-5: 8.6*; M14: 17; A549/ATCC: 43; HOP-62: 38; EKVX: 51; HOP-92: 31; SK-MEL-28: 38; CCRF-CEM: 13

What do the screens show for `Cn1ccc(=O)c2cc([N+](=O)[O-])ccc21`?
SK-MEL-5: 106; M14: 106; A549/ATCC: 103; HOP-62: 121; HOP-92: 102; SK-MEL-28: 102; CCRF-CEM: 96

Two successive compounds from above:
Results for CC(=O)Nc1ccc(C(=O)CCl)cc1 ?
SK-MEL-5: 107; A549/ATCC: 99; HOP-62: 94; HOP-92: 62; SK-MEL-28: 70; CCRF-CEM: -50*

How did CC(C)C(=O)N1CCCCCCN1C(=O)C(C)C do in these assays?
SK-MEL-5: 102; M14: 98; A549/ATCC: 111; HOP-62: 103; HOP-92: 118; SK-MEL-28: 111; CCRF-CEM: 97

Screening data from PubChem BioAssay.
